V1R ag counter: counter-screen for oxytocin receptor agonists: human V1a receptor agonists; CHO-V1R cells, Fluo-8 calcium fluorescence, agonist mode; 0% DMSO, 100% 3 nM vasopressin; 320,000 compounds, 0.25% hits; activation, % at 3 µM;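 active means activation above the mean activation of all tested compounds plus 3 SD, per screening run, cut at about 20% in these data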;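 further: signal is peak over basal fluorescence ratio across a 100 second FLIPR read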
Target sequence (P37288 whole entry, looked up): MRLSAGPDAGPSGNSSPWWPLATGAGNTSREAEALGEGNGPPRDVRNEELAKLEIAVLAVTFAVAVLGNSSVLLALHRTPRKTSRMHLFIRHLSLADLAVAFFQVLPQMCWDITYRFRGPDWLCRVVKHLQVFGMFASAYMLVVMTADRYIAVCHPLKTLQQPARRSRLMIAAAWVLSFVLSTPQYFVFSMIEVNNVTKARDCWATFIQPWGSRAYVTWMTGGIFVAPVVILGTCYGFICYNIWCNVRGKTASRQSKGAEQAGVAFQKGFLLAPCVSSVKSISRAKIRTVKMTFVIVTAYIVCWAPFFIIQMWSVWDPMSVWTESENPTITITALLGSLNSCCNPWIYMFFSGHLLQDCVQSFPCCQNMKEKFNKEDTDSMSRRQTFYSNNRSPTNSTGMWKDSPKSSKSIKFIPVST
OXTR potentiate: potentiates the human oxytocin receptor response; P30559; CHO-OTR cells, Fluo-8 calcium fluorescence, potentiator mode; 0% = oxytocin EC15, 100% = EC100; activation, % at 3 µM; 320,000 compounds, 0.061% hits;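 active means activation above that plate's cutoff, the mean activation of tested compounds plus 3 SD, cut at about 6.6% in these data, passing the limit was not always enough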;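 further: 100% uses oxytocin at 75 nM as the full agonist control; some results filed as inactive read as strong as hits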
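Assay system: CHO cell line stably expressing human OTR | Also added: Oxytocin at about EC15, sub-maximal agonist stimulus | Times: Compound 6 min at room temperature before oxytocin, 100 s read | Measured by: Fluo-8 intracellular calcium fluorescence, ex 470-495, em 515-575 nm | Controls: EC15 oxytocin alone as 0%, 75 nM oxytocin as 100%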
M1 antag: blocks human M1 muscarinic receptor; AID 588852; 360,000 compounds, 1.3% hits; inhibition, % at 3 µM; CHO-K1 hM1, Fluo-8 calcium fluorescence, ACh EC80 antagonist; P11229;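 active means percent inhibition above its own plate's cutoff, namely the mean of that plate's compound wells plus 3 SD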;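 further: peak over basal fluorescence ratio during 140 s after agonist addition; 0% = ACh EC80 plus DMSO and 100% = DMSO alone without agonist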
TAAR1 antagonist: human TAAR1 antagonism; Q96RJ0; CHO RD-HGA16 TAAR1, Fluo-8 calcium fluorescence, antagonist; 360,000 compounds, 1.5% hits; inhibition, % at 3 µM;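 active means inhibition above a per-plate cutoff, the mean inhibition of test compounds on that plate plus 3 SD, cut at about 49% in these data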;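 further: 0% = DMSO plus EC80 beta-PEA response and 100% = DMSO alone without agonist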
Target sequence (Q96RJ0 whole entry, looked up): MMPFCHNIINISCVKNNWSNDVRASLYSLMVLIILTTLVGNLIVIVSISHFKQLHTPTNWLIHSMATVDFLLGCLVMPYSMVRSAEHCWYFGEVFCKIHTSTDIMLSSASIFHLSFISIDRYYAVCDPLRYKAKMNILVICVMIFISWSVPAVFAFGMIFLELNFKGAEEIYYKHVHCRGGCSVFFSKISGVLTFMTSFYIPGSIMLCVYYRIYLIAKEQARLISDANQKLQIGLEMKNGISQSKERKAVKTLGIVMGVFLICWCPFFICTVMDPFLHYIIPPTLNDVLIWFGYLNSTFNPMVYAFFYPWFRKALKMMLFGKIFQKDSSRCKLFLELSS
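Test system: CHO RD-HGA16 cells bearing hTAAR1 | Reagent: β-PEA, EC80 | Compound dosing: 3 µM, single point | Schedule: Dye loading 75 min at 37 °C, then 30 min room temperature | Signal: Calcium fluorescence with Fluo-8 | Evaluation: Percent inhibition of PEA-evoked calcium signal, max/basal emission ratio | Control set: DMSO-only wells and EC80 β-PEA-stimulated wells | Repeats: Singlicate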
CHRM1 PAM: potentiates human M1 receptor response to acetylcholine; CHO-K1 hM1, Fluo-8 calcium fluorescence, ACh EC20; 0% = ACh EC20, 100% = maximal ACh; P11229; 360,000 compounds, 0.088% hits; activation, % at 3 µM; in the data active means activation above about 19%, passing the limit was not always enough
CHO parental Ca: signal in parental CHO cells, OX1R antagonist counter-screen. inhibition, % at 5.6 µM. parental CHO-K1, ATP-induced calcium, Fluo-8 fluorescence. 330,000 compounds, 0.63% hits;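 active means inhibition above that plate's mean sample inhibition plus 3 SD, cut at about 26% in these data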;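 further: 0% = ATP-challenged DMSO wells and 100% = DMSO wells without ATP; some compounds past the cut are filed as inactive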
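Assay system: parental CHO cells; Read-out basis: percent inhibition of ATP-evoked calcium rise, normalized to controls; Benchmarks: ATP and no-ATP DMSO wells; Compound dosing: single nominal dose of 5.6 µM per compound; Signal: Fluo-8 calcium dye fluorescence; Also added: ATP as calcium-mobilizing challenge; Repeats: singlicate.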
OXTR ag: human OXTR agonism. P30559. CHO-OTR cells, Fluo-8 calcium fluorescence; normalized: DMSO 0%, oxytocin 100%. activation, % at 3 µM. 320,000 compounds, 0.32% hits. AID 2435;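 active means activation above the mean of all tested compounds plus 3 SD, cutoff set per screening run, cut at about 20% in these data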;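 further: peak over basal fluorescence ratio from a 100 s FLIPR kinetic read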
M1 ag: agonists of human M1 muscarinic receptor; P11229; CHO-K1 hM1, Fluo-8 calcium fluorescence, agonist mode; 0% DMSO, 100% acetylcholine EC100; activation, % at 3 µM; 360,000 compounds, 0.33% hits;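 active means activation above the run's mean compound activation plus 3 SD, cut at about 16% in these data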;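 further: peak over basal fluorescence ratio within a 140 s kinetic read after compound addition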
TAAR1 agonist: human TAAR1 agonism | AID 624467 | activation, % at 3 µM | Q96RJ0 | 360,000 compounds, 0.99% hits | CHO RD-HGA16 TAAR1, Fluo-8 calcium fluorescence; vehicle wells 0%, saturating PEA agonist 100%;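 active means activation above the mean activation of all test compounds in the run plus 3 SD, cut at about 38% in these data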
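Test system: RD-HGA16 (CHO) cells co-expressing Gα16 and hTAAR1; dosing: one-point dosing at 3 µM (nominal); timing: 17-24 h seeding, 75 min 37 °C dye, 30 min RT; signal: kinetic Fluo-8 calcium fluorescence; read-out basis: % activation relative to PEA EC100 response; controls: DMSO and PEA EC100; replicates: n 1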
* marks the source's active call; other numbers are inactive results; / = not tested or not shown.

SMILES	V1R ag counter	OXTR potentiate	M1 antag	TAAR1 antagonist	CHRM1 PAM	CHO parental Ca	OXTR ag	M1 ag	TAAR1 agonist
COc1cccc(NC(=O)CCNS(=O)(=O)c2ccc3c(c2)CC(C)N3C(=O)C2CC2)c1 (configuration not stated)	5.0	-9	-1	-7	0	-10	2.4	0	0
CCC(c1nnnn1C(C)(C)C)N1CCN(C2CCCC2)CC1 (configuration not stated)	1.2	3	-6	-2	4	2	0.1	-5	11
O=Cc1cc(N=Nc2ccc(S(=O)(=O)O)cc2)ccc1O	2.1	5	-7	15	3	-2	0.7	3	1
COc1ccc2c(c1)C(c1cccs1)=NNC(c1ccncc1)=N2	0.3	0	0	-3	0	-22	-1.7	-5	6
COC(=O)C(C)N1C(=O)S/C(=C/c2cc(C)n(C(C)C)c2C)C1=O (configuration not stated)	2.7	-22	-4	-1	1	-6	2.8	-2	0
CCC(CC)CN1CCC(CN2C(=S)NC[C@@H]2[C@@H](C)CC)CC1	/	/	-5	-10	-5	/	/	-11	-1
COc1cc(C(C)=O)ccc1OCC(O)CNCC1(N2CCCCC2)CCCCC1 (configuration not stated)	-0.4	-13	-8	8	8	-10	-0.3	-5	1
COc1ccc(C(=O)N2CCN(Cc3ccc4c(c3)OCO4)CC2)cc1[N+](=O)[O-]	0.4	-7	-8	4	10	-14	-0.3	-10	1
COc1ccc(OC)c(N2Cc3cc(C)c(C)cc3C2)c1	-0.8	2	-10	-1	12	-27	-1.2	-1	0
Cc1nn(CCC(=O)NCCc2ccccc2Cl)c(=O)c2nn(-c3ccccc3)c(C)c12	0.6	-5	-7	-10	4	-28	-0.8	-4	-1
CCOc1ccc(N(C)S(=O)(=O)c2ccc(C)c(C(=O)N3CCN(Cc4ccc5c(c4)OCO5)CC3)c2)cc1	6.2	-3	7	9	-8	-18	5.1	1	4
CN(CC(=O)Nc1ccc(Cl)c(Cl)c1)C(=O)CN1C(=O)NC2(CCCC2)C1=O	0.3	-8	4	-2	-1	6	-0.7	-3	1
Cc1cc(/N=C/C=C2/N(C)c3ccccc3C2(C)C)n(CCC#N)n1	/	/	9	-3	-5	/	/	-1	3
CCOC(=O)c1c(C)n(C)c2ccc(OC)c([N+](=O)[O-])c12	0.0	0	-5	17	9	-6	-0.4	-7	-1
CS(=O)(=O)CCC(C(=O)OCc1ccc(Br)cc1)N1C(=O)c2ccccc2C1=O (configuration not stated)	1.5	-10	5	10	-5	-4	4.9	-11	8
COc1[nH]c2ccc(F)cc2c1C(=O)OCC1CCN(CCNS(C)(=O)=O)CC1	-0.1	-1	-17	-6	1	-1	0.7	-4	1
O=C(CCN1c2ccccc2Sc2ccccc21)OCC(=O)N1CCN(C(=O)c2ccco2)CC1	0.2	-16	4	-3	0	-25	-2.1	-2	16
CS(=O)(=O)N(CCc1ccccc1)CC(=O)Nc1ccc2c(c1)OCO2	2.1	-8	-9	4	9	1	3.6	0	2
CCOc1ccc(NC(=O)CCN2C(=O)CSc3ccccc32)cc1	0.9	6	-1	5	-4	-26	-1.5	-5	9
c1ccc2c(-c3nnc4n3CCCCC4)cc(-c3ccncc3)nc2c1	1.0	-11	-20	-19	9	-7	-0.1	-6	3
Nc1[nH]ncc1-c1ccc(Cl)cc1	1.1	-4	-8	-14	7	-4	0.6	-4	1
CC(Nc1nc(-c2ccc(F)cc2)cs1)c1nc2cc(C(F)(F)F)ccc2n1CCCO (configuration not stated)	0.0	-13	8	-7	-8	-22	-1.7	-8	0
Cc1ccc(OCC(=O)N/N=C/c2ccncc2)cc1C	0.1	-9	-12	-1	6	-7	2.0	-1	0
O=C(c1ccco1)N1CCN(S(=O)(=O)Cc2ccccc2Cl)CC1	9.2	-12	-5	2	15	-12	0.0	2	3
Cc1nc(-c2nc(C(=O)NNS(C)(=O)=O)cs2)cs1	0.5	-1	0	-7	8	0	1.4	1	1

Ordered by formula weight (lowest first): part of the list above.
SMILES	V1R ag counter	OXTR potentiate	M1 antag	TAAR1 antagonist	CHRM1 PAM	CHO parental Ca	OXTR ag	M1 ag	TAAR1 agonist
COc1ccc2c(c1)C(c1cccs1)=NNC(c1ccncc1)=N2	0.3	0	0	-3	0	-22	-1.7	-5	6
c1ccc2c(-c3nnc4n3CCCCC4)cc(-c3ccncc3)nc2c1	1.0	-11	-20	-19	9	-7	-0.1	-6	3
COc1ccc(C(=O)N2CCN(Cc3ccc4c(c3)OCO4)CC2)cc1[N+](=O)[O-]	0.4	-7	-8	4	10	-14	-0.3	-10	1
Cc1nn(CCC(=O)NCCc2ccccc2Cl)c(=O)c2nn(-c3ccccc3)c(C)c12	0.6	-5	-7	-10	4	-28	-0.8	-4	-1
CS(=O)(=O)CCC(C(=O)OCc1ccc(Br)cc1)N1C(=O)c2ccccc2C1=O (configuration not stated)	1.5	-10	5	10	-5	-4	4.9	-11	8

(listing goes on)
SMILES	V1R ag counter	OXTR potentiate	M1 antag	TAAR1 antagonist	CHRM1 PAM	CHO parental Ca	OXTR ag	M1 ag	TAAR1 agonist
Cc1cnc(C(=O)N2CCCC(C(=O)c3ccc(Cl)cc3C)C2)cn1 (configuration not stated)	2.1	-3	0	-21	-1	-4	0.7	-3	1
Cc1cc(C)cc(Cn2c3ccc(NC(=O)NCc4ccccc4)cc3c(=O)n2C)c1	/	/	-9	-15	2	/	/	-2	4
Cc1cc(C)n2nc(SCCCC(=O)c3ccccc3)nc2n1	-1.0	-6	5	-14	1	3	0.2	-4	1
CCc1nnc(NC(=O)Cc2ccc(OC)c(S(=O)(=O)N3CCOCC3)c2)s1	/	/	-11	-28	10	/	/	-2	-1
CCOCCCNC(=O)CN1CCN(Cc2ccc(Cl)cc2)C1=O	-0.9	-13	-4	6	13	-12	-1.4	0	-1
COc1ccccc1CNC(=O)[C@@H](NC(=O)C1CCN(C(=O)[C@@H]2CCCN2C(=O)OC(C)(C)C)CC1)C(C)C	0.2	-5	-3	-44	1	-8	0.6	-5	1
CN(C)c1ccc(NC(=O)c2sc(SCC(=O)Nc3nccs3)nc2N)cc1	5.5	-9	24*	67*	-20	0	5.0	2	20
CCOc1ccc(NC(=O)CN(C)C(=O)c2ccc3c(c2)S(=O)(=O)N=C2CCCCCN23)cc1OCC	/	/	-4	17	3	/	/	-5	7
COc1ccc2oc(=O)c(/C(C)=N/Nc3ccccc3)cc2c1	-0.6	2	-3	-19	16	-13	-2.6	-8	-2
Cc1ccc(NS(=O)(=O)c2cc(C(=O)O)ccc2Cl)c(C)c1	-0.3	-14	3	-10	6	0	-1.0	-3	0
CCOC(=O)CSc1ccccn1	1.5	1	-3	-10	7	0	1.9	-9	8
CC1CCN(C(=O)c2ccc(S(=O)(=O)N3CCOCC3)cc2)CC1	0.4	-3	-10	-7	14	2	0.8	-2	8
O=C(NCc1ccncc1)Nc1ccc2c(c1)OCO2	1.1	5	2	21	-1	-3	1.0	-6	2
CN(C)CCN(C(=O)CN1C(=O)c2ccccc2C1=O)c1nc2cc3c(cc2s1)OCCO3	-0.2	-7	-1	-10	5	17	1.7	-4	4
Cc1ccc(CNC(=O)CSc2nc3ccccc3c(=O)n2CC2CCCO2)cc1 (configuration not stated)	-0.4	-8	0	11	15	-14	-1.6	5	1
CC1CCN(CCOCCSc2ccc(Cl)cc2)CC1	7.1	-4	28	-19	-26	-16	5.7	-12	5
NS(=O)(=O)c1ccc(CCNC(=O)CNC(=O)c2ccccc2F)cc1	0.5	-11	-12	-18	11	-6	0.3	-4	-3
CCCCN(C)C(=O)c1oc2ccc(S(=O)(=O)N3CCCCCC3)cc2c1C	3.0	-10	6	0	-7	-13	0.5	-4	16
CC1=Nc2cc(Cl)ccc2Oc2ccccc21	-0.3	-3	1	-1	7	-18	-2.0	-11	17
CC(C)OC(=O)C1C(=O)CC(C)(O)C(C(=O)OC(C)C)C1c1ccccc1 (configuration not stated)	3.5	-3	-6	2	14	-27	0.7	-9	4
COc1ccc(N(CC(=O)NC2CCCCC2)S(=O)(=O)c2c(C)[nH]c(=O)[nH]c2=O)cc1	0.3	-3	-8	-4	5	-1	-0.3	-3	1
O=C(CCNS(=O)(=O)c1ccccc1C(F)(F)F)N1CCN(S(=O)(=O)c2cccc(Cl)c2)CC1	1.5	-8	3	12	-4	-10	0.7	-6	11
Cc1cccc(NC(=S)N2CCN(c3ccc(F)cc3)CC2)c1	6.6	-10	6	11	0	-7	5.8	-1	3
CCc1ccc(OCC(=O)NNC(=O)c2ccc(-n3cncn3)c([N+](=O)[O-])c2)cc1	/	/	4	0	1	/	/	-2	3
O=C(COC(=O)c1oc2ccccc2c1CSc1ccc(Cl)cc1)NC1CCCC1	0.9	-13	4	16	-10	-35	-1.3	-10	3

Pulled by compound from the entries so far, 3 records:
SMILES	V1R ag counter	OXTR potentiate	M1 antag	TAAR1 antagonist	CHRM1 PAM	CHO parental Ca	OXTR ag	M1 ag	TAAR1 agonist
CCc1ccc(OCC(=O)NNC(=O)c2ccc(-n3cncn3)c([N+](=O)[O-])c2)cc1	/	/	4	0	1	/	/	-2	3
O=C(NCc1ccncc1)Nc1ccc2c(c1)OCO2	1.1	5	2	21	-1	-3	1.0	-6	2
CCOc1ccc(NC(=O)CN(C)C(=O)c2ccc3c(c2)S(=O)(=O)N=C2CCCCCN23)cc1OCC	/	/	-4	17	3	/	/	-5	7

High-throughput results (PubChem)
